# Screens: PubChem BioAssay, several laboratories
# Ecoli viability: counter-screen for AddAB inhibitors: E. coli growth inhibition | E. coli V3065 growth, OD600 absorbance, 18 h | inhibition, % at 11.9 µM | hit rate 0.27% among 330,000 | AID 449728;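 active = inhibition above the campaign's mean inhibition across all tested compounds plus 3 SD, cut at about 9.9% in these data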;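 note: uninfected addAB+ strain grown without phage in ampicillin broth; 0% = DMSO wells and 100% = ciprofloxacin 0.95 µg/ml wells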
# OPRM1-OPRD1 inv: inverse agonist of human OPRM1-OPRD1 heterodimerization; inhibition, % at 9.3 µM; cell-based MOR-DOR heterodimer luminescence, inverse agonism; hit rate 0.21% among 340,000; in the data active = inhibition above about 22%, passing the limit was not always enough;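 note: 0% = cells with DMSO and 100% = wells without cells with DMSO; values of inactives mirror those of a sister screen read the other way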
# Target sequence (P35372 whole entry, looked up): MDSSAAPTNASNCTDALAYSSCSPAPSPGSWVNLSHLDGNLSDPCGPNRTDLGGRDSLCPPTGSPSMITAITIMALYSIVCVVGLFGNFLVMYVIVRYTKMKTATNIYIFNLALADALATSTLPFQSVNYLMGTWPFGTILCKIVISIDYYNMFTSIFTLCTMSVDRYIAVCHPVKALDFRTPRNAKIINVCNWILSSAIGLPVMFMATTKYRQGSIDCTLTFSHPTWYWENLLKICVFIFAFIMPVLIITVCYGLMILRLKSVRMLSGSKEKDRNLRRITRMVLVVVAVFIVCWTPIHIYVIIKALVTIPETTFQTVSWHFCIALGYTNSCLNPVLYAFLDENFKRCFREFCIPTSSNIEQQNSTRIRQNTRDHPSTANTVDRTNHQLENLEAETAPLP
# Target sequence (P41143 whole entry, looked up): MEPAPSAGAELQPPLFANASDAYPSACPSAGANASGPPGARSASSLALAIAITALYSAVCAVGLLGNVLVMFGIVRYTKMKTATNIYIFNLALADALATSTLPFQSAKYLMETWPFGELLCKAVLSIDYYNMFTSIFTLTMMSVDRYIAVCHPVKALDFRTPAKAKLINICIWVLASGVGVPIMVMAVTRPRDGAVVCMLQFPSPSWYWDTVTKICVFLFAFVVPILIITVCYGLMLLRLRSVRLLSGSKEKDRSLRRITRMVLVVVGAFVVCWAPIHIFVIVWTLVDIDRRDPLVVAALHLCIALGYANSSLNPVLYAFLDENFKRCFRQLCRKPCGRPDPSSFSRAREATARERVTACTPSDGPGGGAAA
# Arr AP2 block: human beta-arrestin and AP2 interaction inhibition; FITC-arrestin peptide / GST-AP2 beads, flow cytometry; AP2 beta2 appendage carries R879A mutation; inhibition, % at 10 µM; hit rate 0.31% among 340,000; AID 504490;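 active = inhibition above a set limit, near 3 SD of compounds lacking own fluorescence, cut at about 54% in these data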;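 note: plate controls were DMSO wells for no effect and 5 µM unlabelled arrestin peptide for full effect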
#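 System: GST-AP2 R879A glutathione beads | Also added: FITC-arrestin peptide, 50 nM | Times: 12 min plus 1 h, RT | Signal: Bead flow cytometry, FITC channel | Buffer or medium: PBS with 0.05% Tween 20 and 0.1% BSA | Read-out basis: Percent drop in bead-associated FITC signal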
# DSG3 Ab inh: human desmoglein-3 autoantibody binding inhibition | P32926 | AID 588358 | DSG3-coupled beads, scFv-anti-DSG3-GFP binding, flow cytometry; stronger effect = lower value | binding (percent of control), % at 10 µM | hit rate 0.48% among 310,000;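 active = binding more than 3 SD below its plate's average and above zero; inconclusive = below that plate limit but binding exactly zero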;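 note: hits lower antibody fragment binding to DSG3; some compounds called inactive have numbers as strong as hits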
# PfHsp90 set2: inhibits growth of yeast expressing Plasmodium falciparum Hsp90; S. cerevisiae expressing PfHsp90, BacTiter-Glo ATP, 48 h; yeast lacking PDR1 and PDR3 efflux regulators; inhibition, % at 9.4 µM; hit rate 0.32% among 310,000; AID 504621;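 active = every replicate shows inhibition above about 80%, whatever the replicate mean, limit read from the data; inconclusive = mean inhibition reaches the set limit but some replicate falls short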;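 note: 0% = DMSO neutral controls and 100% = 20 µM radicicol positive controls; yeast relying on Plasmodium falciparum Hsp90 in place of its own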
# AddAB inh: less growth of phage-infected E. coli with AddAB; E. coli expressing H. pylori AddAB, absorbance growth; inhibition, % at 11.9 µM; hit rate 0.29% among 330,000; AID 435030; in the data active = inhibition above about 12%;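 note: 0% = vehicle wells of infected cells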
# Tat transport: inhibitors of E. coli Tat protein transport. E. coli MC4100 TorA-mCherry Tat export, fluorescence. inhibition, % at 10 µM. hit rate 0.036% among 340,000;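 active = mean replicate inhibition at least 50% and at least half of replicates individually reaching 50%; inconclusive = only one of the two criteria met; inactive = neither criterion met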;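 note: exported cargo escapes ClpAP degradation while cytoplasmic cargo is degraded and loses fluorescence; 0% = median of neutral control wells and 100% = median of NaSCN control wells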
# Mot1-301 SUMO: blocks SUMOylation pathway, rescuing yeast Mot1-301 growth | hit rate 1% among 320,000 | growth rescue, % at 18.8 µM | AID 2716 | S. cerevisiae Mot1-301 growth rescue, ATP luminescence, 38.5C; percent above DMSO median, 100 means doubled;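 active = every valid replicate shows activation above 250% relative to neutral control wells; inactive = the rest, any valid replicate at or below 250%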;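 note: OY570 slx delta 5 strain wells were the positive control but not used for scaling; some compounds called inactive have numbers as strong as hits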
# phage Ecoli inh: E. coli growth loss with phage present. growth absorbance. inhibition, % at 11.9 µM. hit rate 0.26% among 360,000; in the data active = inhibition above about 11%
# PKA-R1A act: activates the PKA-R1A holoenzyme complex. P00514+P68181. PKA-R1A dissociation, Cy5-IP20 fluorescence polarization; scaled: DMSO 0%, 113 µM cGMP 100%. activation, % at 11.4 µM. hit rate 0.083% among 340,000. AID 504707;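 active = percent activation above the mean of all tested compounds plus 3 SD, cut at about 19% in these data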;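 note: higher means more PKAc released from R1A so a rise in polarization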
# MOR-DOR ag: agonists of human mu-delta opioid receptor heterodimerization; P35372+P41143; cells, OPRM1-OPRD1 heterodimerization, luminescence; activation, % at 9.3 µM; hit rate 0.3% among 340,000; in the data active = activation above about 18%;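 note: 0% = vehicle-treated cells and 100% = reference agonist; values of inactives mirror those of a sister screen read the other way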
# Active calls of the source: *; i = inactive; ? = inconclusive; / = no result given. Outcome played no part in choosing rows; any-hit rate near 2.8%.
SMILES,Ecoli viability,OPRM1-OPRD1 inv,Arr AP2 block,DSG3 Ab inh,PfHsp90 set2,AddAB inh,Tat transport,Mot1-301 SUMO,phage Ecoli inh,PKA-R1A act,MOR-DOR ag
COc1ccccc1C(=O)COC(=O)C(CCSC)NC(=O)COc1ccccc1 (stereo unspecified),1.1,10.3,4.5,98.4,/,0.1,4.9,/,0.0,8.4,-2.0
CCCCCCC(=O)Nc1nc(C)c(-c2csc(Nc3cc(OC)ccc3OC)n2)s1,2.5,6.2,11.6,105.7,-16.4,3.6,6.1,-5.6,5.6,-12.2,-1.4
COC(=O)c1ccsc1NC(=O)CSc1nnnn1-c1ccccc1SC,-1.6,-0.5,0.0,95.2,-17.4,1.2,-5.2,-2.3,0.0,-2.7,0.1
Cc1cccc(NC(=O)c2ccco2)c1C(=O)O,1.6,/,9.3,106.2,/,2.6,/,432.0,-1.1,/,/
COc1ccc(-c2nnc3n(CCc4ccccc4)c(=O)c4ccccc4n23)cc1OC,0.6,4.4,4.9,/,-8.1,2.5,-6.1,7.9,4.2,-1.6,-0.8
CC(C)(C)C(=O)NC(=S)NNC(=O)c1ccc(-c2ccccc2)cc1,0.2,30.4*,35.2,100.4,103.9*,3.1,-8.2,29.8,/,-9.6,-6.0
CC(=O)Nc1ccc(S(=O)(=O)NNC(=O)c2cccc([N+](=O)[O-])c2)cc1,/,12.6,27.1,113.2,12.0,/,8.0,-4.3,-0.1,-10.6,-2.6
CN1CCN(C(=O)C23CC4CC(C)(CC(C)(C4)C2)C3)CC1,1.6,9.3,-5.7,98.7,-10.6,1.6,3.0,241.8,2.8,2.3,-1.8
COc1cc(/C=N\NC(=O)c2ccc(C)nc2)ccc1OC(=O)c1ccc2c(c1)OCO2,0.9,2.1,-3.6,107.6,-4.8,1.2,-7.8,-0.8,3.4,-6.8,-0.3
CC(C)OCCCNC(=O)Cc1ccc(F)cc1,-1.1,8.6,27.5,101.3,-15.3,1.7,3.9,2.3,2.4,0.3,-1.7
O=C(/C=C/c1cccc(Cl)c1)c1ccc([N+](=O)[O-])o1,6.5,-23.6,-2.2,96.0,107.8*,8.5,-5.5,-72.3,4.8,-3.8,4.1
CCC(C)c1ccccc1N1CC(C(=O)Nc2cc(S(=O)(=O)N3CCOCC3)ccc2OC)CC1=O (stereo unspecified),0.8,11.1,-3.3,/,-10.3,-2.6,-2.2,-7.5,0.7,-6.5,-2.1
O=C(CC(c1ccccc1)c1ccccc1)Nc1ccncc1,-0.1,2.3,-1.9,100.0,-18.7,0.0,0.8,126.5,1.7,4.5,-0.4
O=S(=O)(c1ccc(Cl)cc1)N1CCNCC1,5.1,2.1,27.6,97.6,-16.6,8.9,5.0,780.7,3.9,4.2,-0.4
COc1ccc(-n2c(SCC#N)nnc2-c2ccc(NS(=O)(=O)c3ccc(C)cc3)cc2)cc1,-3.2,-8.0,-2.7,98.0,7.4,3.4,-9.5,115.4,/,-5.9,1.3
COCCSc1nnc(NC(=O)c2ccco2)s1,-1.6,3.3,38.0,104.9,/,2.8,-4.5,-13.8,-2.2,-8.6,-0.7
C=CCn1c(=O)/c(=C/c2cc(OC)c(OC)c(OC)c2)s/c1=C(/C#N)c1nc2ccccc2n1C,-2.8,6.0,13.7,100.7,-5.5,1.2,1.1,111.6,-0.5,-19.2,-1.1
C/C(=N\NC(=O)c1cc(-c2cccc([N+](=O)[O-])c2)n[nH]1)c1ccccc1O,3.2,-15.8,12.2,88.0,1.5,3.5,-9.9,190.4,1.6,-3.7,3.0
O=C(NCc1ccc2c(c1)OCO2)C1CCN(Cc2cnn(-c3ccccc3)c2-n2cccc2)CC1,-0.2,10.6,2.2,115.3,-5.4,-0.8,1.2,16.8,2.5,-7.7,-1.8
O=c1c2[nH]c3ccc(F)cc3c2nc2n1CCCS2,7.9,17.4,16.3,85.5,15.7,4.5,-2.5,-24.3,3.0,0.1,-3.4
Cc1ccc(-c2nnc(N(C)C(=O)c3cccnc3)s2)cc1,0.5,0.7,-0.6,100.6,24.1,3.0,2.9,1.9,3.4,1.1,-0.1
O=C(O)/C=C/c1cn(-c2ccccc2)nc1-c1ccccc1,3.8,7.8,-17.2,97.9,-7.2,3.5,-3.2,-2.6,-2.9,0.2,-1.4
COc1ccc(/C=C2\Oc3cc(OC(=O)N4CCOCC4)ccc3C2=O)cc1,0.3,3.5,4.0,107.9,14.0,0.9,3.8,15.7,-0.9,-0.3,-0.7
O=C(CSc1nnnn1C1CCCC1)N1CCN(C(=O)c2ccco2)CC1,0.7,12.1,6.2,85.2,2.1,1.3,-8.7,-2.0,4.8,2.2,-2.2
COc1ccc(C(O)P(=O)(OCc2ccccc2)c2ccc(N(C)C)cc2)cc1 (stereo unspecified),1.9,13.4,-6.8,98.1,-9.8,-0.8,-2.9,1.5,2.7,-6.7,-2.6
Cc1[nH]c2ccccc2c1C(C[N+](=O)[O-])c1cccc(O)c1 (stereo unspecified),1.9,5.2,-11.7,114.0,/,0.5,1.6,129.4,1.1,-6.3,-1.1
CC(C)(C)NC(=O)C[C@H]1C[C@H](C(=O)N2CCOCC2)[C@@]2(C)c3[nH]c4ccc(Cl)cc4c3CCN2C1=O,-2.0,12.7,-8.3,98.9,4.5,0.2,-5.3,/,3.4,0.7,-2.5
Cc1ccccc1CN1[C@@H](Cc2ccccc2)COCCS1(=O)=O,1.4,-13.4,0.9,99.5,/,3.4,1.2,4.6,2.2,5.8,2.4
O=C(CCn1c(=S)[nH]c2ccccc2c1=O)N1CCCCC1,1.9,12.5,21.3,110.3,10.3,5.6,1.1,-6.1,1.7,-5.4,-2.5
Cc1ccc(Nc2nnc(SCC(=O)Nc3cccc(S(=O)(=O)N4CCCCC4)c3)s2)cc1,1.9,-12.1,0.6,102.0,1.3,5.8,-11.0,-2.3,1.5,1.6,2.3
O=c1c([N+](=O)[O-])cccn1Cc1ccccc1Cl,2.3,8.0,-6.4,121.1,/,0.8,1.3,2.3,0.3,-1.1,-1.6
COc1ccc2[nH]cc(C(=O)N3CCCCC3)c(=O)c2c1,0.6,1.8,3.4,100.2,/,0.2,-2.0,135.8,3.4,-4.0,-0.3
CC1CCN(C(=O)Cn2cnc3c(cnn3C(C)(C)C)c2=O)CC1,0.1,3.8,11.5,104.1,-10.7,1.5,-0.3,1.0,2.1,-3.6,-0.7
Cc1nc2ccccn2c1C(=O)NCCCN1CCOCC1,2.1,-20.9,1.9,100.3,-6.7,0.4,-7.2,-2.7,3.4,-4.3,3.6
COc1ccc(NC(=O)CN(C)S(=O)(=O)c2ccc3c(c2)OCCO3)c2ncccc12,-3.0,10.1,-1.6,112.7,/,1.9,-1.3,0.3,0.7,5.8,-1.9
CC(C)=NNc1nc(-c2ccccc2)cs1,1.4,3.7,0.5,123.6,13.3,2.8,6.2,6.6,0.4,7.6,-0.7
CSc1n[nH]c(NCc2ccccc2)n1,-0.3,10.9,-0.6,115.1,-3.0,1.2,3.3,650.5,0.5,4.4,-2.4
Cc1ccc(C(=O)N2CCCC(Nc3ccc(C(C)C)cc3)C2)cn1 (stereo unspecified),-2.7,10.9,-7.8,99.2,4.4,3.7,-5.7,/,-0.8,-9.6,-2.1
CC(C)CN(C(=O)c1cccc(S(=O)(=O)N2CCN(Cc3ccccc3)CC2)c1)C1CCS(=O)(=O)C1 (stereo unspecified),-0.7,-17.4,2.9,104.8,-2.0,5.5,-8.4,-4.1,4.1,-8.8,2.6
O=C(Nc1ccc(S(=O)(=O)N2CCCCC2c2cccnc2)cc1)c1ccccc1F (stereo unspecified),1.3,2.3,-4.0,85.0,-2.7,2.6,0.3,-9.2,2.5,-5.6,-0.3
CC1CCCC(C)N1CCCNC(=O)Cn1cc2c(n1)CCCC2 (stereo unspecified),-1.5,8.1,19.2,118.3,26.9,3.5,4.0,-5.4,3.3,-10.1,-1.6
Nc1cc(=O)[nH]c2ncnn12,/,10.1,3.8,89.5,-10.3,/,6.9,/,2.4,7.9,-2.3
C[C@H]1COC(=O)CCC/C=C\C[C@H](CC(=O)N(CCO)Cc2ccccc2)C(=O)N1,-0.9,19.4,-13.1,94.8,6.7,3.5,-6.5,/,0.7,-6.9,-4.1
Cc1cccc(/C=C/C(=O)c2ccc(NC3=NCCCS3)cc2)c1,-0.3,6.9,-1.0,101.2,-9.2,0.7,-6.8,85.6,2.8,-11.9,-1.4
CCCNC(=O)C(Cc1ccc(I)cc1)NC(=O)C1CC1 (stereo unspecified),-0.3,4.6,-1.4,106.1,0.4,1.9,11.7,-11.4,3.5,-0.2,-0.8
CC(=O)OCC(=O)Nc1ccc(N=Nc2ccccc2)cc1,-0.9,17.1,8.5,100.0,12.1,0.5,-12.7,26.5,4.1,-2.4,-3.1
Nc1cc(S(=O)(=O)C(F)(F)F)ccc1C(=O)O,-1.9,0.1,4.4,101.3,-4.7,-3.2,?,282.4,3.9,-5.2,0.0
COc1cc(NC(=O)CN2C(=O)CSc3ccc(S(=O)(=O)N4CCCC4)cc32)cc(OC)c1,-0.3,-0.9,-7.6,99.9,29.0,2.2,4.7,-19.8,-0.3,-3.0,0.2
CCc1nnc2sc(-c3ccc(NC(=O)CSc4ccc(Cl)cc4)cc3)nn12,-0.2,13.2,1.8,104.2,1.1,-1.2,25.0,-0.4,0.5,-11.8,-2.3
COc1ccc(NC(=O)CN(C)S(=O)(=O)c2ccc(Cl)cc2)cc1Cl,-0.5,-11.9,1.0,/,5.4,-0.2,4.1,248.7,1.0,-3.4,2.4
O=C(NCc1ccncc1)c1cc(S(=O)(=O)N2CCOCC2)c(Cl)cc1Cl,-0.6,18.9,-7.0,101.5,22.5,0.9,5.7,i,2.4,-15.1,-3.9
O=[N+]([O-])c1ccc(N2CCN(c3ccccn3)CC2)c(Cl)c1,-2.1,-23.2,2.0,104.3,7.5,1.3,4.7,119.3,3.2,-9.9,4.3
CCOc1ccc2nc(SCC(=O)c3cccs3)sc2c1,1.4,-7.2,13.0,/,/,1.2,-5.0,-10.9,-1.2,-0.1,1.2
CCc1ccccc1NC(=O)CNC(=O)c1ccc(OCc2cn3ccccc3n2)cc1,-1.9,10.6,-2.6,86.0,-1.9,-1.5,-5.8,-1.4,-1.3,3.0,-2.1
